# STEP inh: inhibitors of human striatal-enriched phosphatase STEP. P54829. recombinant STEP, OMFP fluorogenic substrate, fluorescence. inhibition, % at 20 µM. 0.25% of 360,000 active. AID 588621;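 active means inhibition at 20 µM, scaled per plate between control wells, above about 37%, limit read from the data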;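 further: 0% = DMSO with enzyme and substrate and 100% = substrate only without enzyme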
#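 System: STEP phosphatase, cell-free reaction; Buffer or medium: Bis-Tris pH 6.0 buffer with DTT, detergent; Incubation: 20 min at room temperature, dark; Measured by: fluorescence, 480/540 nm.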
# SKN-1 block: inhibitors of C. elegans SKN-1 | C. elegans VP596 Pgst-4::GFP/RFP ratio, acrylamide-induced, 24 h | inhibition, % at 21.8 µM | 0.49% of 360,000 active | AID 624304;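 active means interference check ratio from 0.5 to 1.5 plus GFP to RFP signal ratio inhibition reaching or exceeding a fixed threshold, cut at about 30% in these data, passing the limit was not always enough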; further: some compounds called inactive have numbers as strong as hits
# Scp-1 inhibitor: inhibitors of human Scp-1 phosphatase; Recombinant Scp1, phosphopeptide, malachite green phosphate absorbance; inhibition, % at 20 µM; 0.88% of 340,000 active; AID 493091;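 active means inhibition above about 50% at 20 µM, limit read from the data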;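 further: plate controls were DMSO wells with enzyme for no effect and wells lacking enzyme for full effect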
#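 System: truncated SCP-1 phosphatase (76-261aa); medium: Tris acetate buffer pH 5.5 with MgCl2 and Tween-20; incubation: 45 min room-temperature reaction, 5 min colour, 30 min stabiliser; compound: single 20 µM dose, 1% DMSO; reagent: Phosphorylated 17-residue peptide substrate; read-out: % inhibition at 20 µM; technique: colorimetric free-phosphate detection, absorbance 630 nm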
# MT1-MMP act inh: MT1-MMP (human) activation inhibition. 0.061% of 360,000 active. AID 651647. HT1080 RFP-PRO-GFP cells, GFP/RFP ratio fluorescence, overnight; percent of plate control window, DMSO zero. GFP/RFP ratio change, % at 20 µM;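 active means GFP/RFP ratio change of at least 30% with cell ATP level not reduced by more than half and red fluorescence within 50% of control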; further: strong numbers were not always called active
#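 Assay system: HT1080 RFP-PRO-GFP cells. Benchmarks: DMSO vehicle wells and RFP-L50D-GFP reporter cell wells. Times: overnight cell settling, then overnight compound exposure, 37 °C, 5% CO2. Compound: 20 µM single dose, 1% DMSO. Read-out basis: GFP/RFP fluorescence ratio.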
# CendR NRP1 mod: modulators of CendR peptide binding to human neuropilin-1; O14786; FAM-RPARPAR peptide binding to NRP-1, fluorescence polarization; inhibition, % at 25 µM; 0.85% of 360,000 active;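 active means inhibition or corrected inhibition above about 18%, plus a signal ratio from 0.5 to 1.5, limit read from the data, passing the limit was not always enough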; further: strong numbers were not always called active
# Target sequence (O14786 whole entry, looked up): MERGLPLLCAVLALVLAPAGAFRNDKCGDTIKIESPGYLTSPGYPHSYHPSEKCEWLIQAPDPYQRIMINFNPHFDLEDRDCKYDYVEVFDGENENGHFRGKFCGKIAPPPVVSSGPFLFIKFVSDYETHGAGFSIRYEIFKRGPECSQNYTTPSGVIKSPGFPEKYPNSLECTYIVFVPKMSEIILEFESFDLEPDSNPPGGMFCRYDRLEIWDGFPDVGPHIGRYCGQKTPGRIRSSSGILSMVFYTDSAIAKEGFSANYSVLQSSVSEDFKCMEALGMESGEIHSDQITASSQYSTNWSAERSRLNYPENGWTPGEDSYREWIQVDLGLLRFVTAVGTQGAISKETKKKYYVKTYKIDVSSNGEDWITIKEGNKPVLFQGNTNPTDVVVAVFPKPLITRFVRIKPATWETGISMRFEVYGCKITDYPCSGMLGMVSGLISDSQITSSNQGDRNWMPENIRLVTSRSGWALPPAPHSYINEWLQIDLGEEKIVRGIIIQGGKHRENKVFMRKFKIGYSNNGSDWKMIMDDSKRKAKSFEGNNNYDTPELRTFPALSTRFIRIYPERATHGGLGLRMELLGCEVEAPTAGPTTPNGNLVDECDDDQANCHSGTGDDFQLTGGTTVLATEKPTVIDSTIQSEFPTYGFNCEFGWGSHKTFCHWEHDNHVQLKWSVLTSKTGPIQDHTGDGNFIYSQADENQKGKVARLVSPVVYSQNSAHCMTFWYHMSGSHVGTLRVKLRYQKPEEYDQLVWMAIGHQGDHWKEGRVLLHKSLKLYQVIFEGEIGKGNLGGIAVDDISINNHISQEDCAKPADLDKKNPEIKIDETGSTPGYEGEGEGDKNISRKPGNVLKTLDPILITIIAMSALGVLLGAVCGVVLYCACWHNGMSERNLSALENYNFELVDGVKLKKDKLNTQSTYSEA
# Rpn11 inh: inhibitors of human proteasome Rpn11. human 26S proteasome, Ub4-pepOG fluorescence polarization; 20S core pre-blocked with epoxomicin. calls only at 20 µM. 0.59% of 360,000 active;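 active means inhibition at 20 µM, scaled to each plate's controls, above about 33%, limit read from the data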
# LMPTP inh: LMPTP (human) inhibition; P24666; recombinant LMPTP-A, OMFP fluorogenic substrate, fluorescence intensity; inhibition, % at 20 µM; 0.22% of 360,000 active;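 active means compounds that cut the enzyme signal by at least half of the control window in the single-dose screen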;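 further: plate controls were DMSO wells with enzyme plus substrate for no effect and substrate without enzyme for full effect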
#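 test system = LMPTP-A | amount = 0.625 nM LMPTP-A final | reagent = fluorogenic phosphatase substrate OMFP at 400 µM final | incubation = 50 min at room temperature | benchmarks = no-enzyme low control, uninhibited high control | medium = Bis-Tris pH 6.0, DTT, detergent | signal = fluorescence intensity of OMFP turnover product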
# NadD inh: inhibitors of Staphylococcus aureus NadD | purified NadD enzyme, colorimetric absorbance read-out | inhibition, % at 20 µM | 0.78% of 360,000 active; in the data active means inhibition above about 26%; further: some compounds past the cut are filed as inactive
# DNMT1 inh: DNMT1 (human) enzyme inhibition | inhibition (reported as % activation of signal), % at 10 µM | DNMT1 molecular beacon, Hinp1I cleavage, fluorescence | P26358 | 0.83% of 360,000 active; in the data active means inhibition above about 50%
# SUMO1 PPI mod: alters human SUMO1 binding to SIM partners; inhibition, % at 20 µM; 0.33% of 360,000 active; P63165; SUMO1 binding to a labelled peptide, TR-FRET, 1 h; in the data active means inhibition above about 37%
# Target sequence (P63165 whole entry, looked up): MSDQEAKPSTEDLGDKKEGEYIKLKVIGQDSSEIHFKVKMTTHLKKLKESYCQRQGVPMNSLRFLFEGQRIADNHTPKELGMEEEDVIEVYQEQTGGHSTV
# * = called active by the depositor; i = inactive; . = no result given. This is a random part of the collection. About 3.9% of those tested had a hit in this group.
nr	SMILES	STEP inh	SKN-1 block	Scp-1 inhibitor	MT1-MMP act inh	CendR NRP1 mod
1	CC1=NN(C(=O)COc2ccccc2C)C(O)(c2ccc(Cl)cc2)C1 (stereo not drawn)	1	2	-5	1	-7
2	CS(=O)(=O)N(CC(=O)N1CCc2ccccc2C1)c1ccc2c(c1)OCO2	-4	-32	23	2	4
3	O=C(CN1CCCC1c1cccs1)N1CCN(S(=O)(=O)c2ccccc2)CC1 (stereo not drawn)	-2	-2	-2	1	-2
4	O=C(CNC(=O)c1cccnc1)N/N=C/c1cc(Br)c(O)c(Br)c1	1	8	-2	1	14
5	CN(C)S(=O)(=O)c1cccc(-c2cn3cccnc3n2)c1	-4	6	-5	4	9
6	Oc1ccc(/C=N/Nc2ccc3ccccc3c2)c(O)c1	1	-3	-5	2	-25
7	Cc1cc(C)n2nc(C(=O)N3CCCC(N4CCN(c5ccccc5C)CC4)C3)cc2n1 (stereo not drawn)	1	-12	-5	-1	8
8	COC(=O)c1cc(NC(=O)CN(c2cccc(OC)c2)S(=O)(=O)c2ccccc2)ccc1Cl	-1	10	-18	-3	-15
9	O=C(N/N=C/c1ccc([N+](=O)[O-])cc1)c1c[nH]c2ccccc12	11	-1	43	1	19
10	COc1ccc(N=Cc2c(O)n(-c3ccc(OC)cc3)c(=O)c3ccccc23)cc1	0	-2	3	-5	-12
11	Cc1nc(SCC(=O)NC2CCCCC2C)nc(C)c1C (stereo not drawn)	-1	5	-10	-1	12
12	CCNS(=O)(=O)c1ccc(CCC(=O)Nc2ccccc2)cc1	9	7	-5	1	-3
13	CCOC(=O)N1CCC(N2CCCC(C(=O)c3cccc(OC(C)C)c3)C2)CC1 (stereo not drawn)	-2	0	1	2	-12
14	O=C1C2C(C(=O)N1c1ccc3c(c1)OCO3)C1C=CC2C12CC2 (stereo not drawn)	-2	12	-1	-2	2
15	O=C(O)Cn1c(=O)c2c3c(sc2n(Cc2ccc(F)cc2)c1=O)CCCC3	2	-4	-2	-1	-12

nr	Rpn11 inh	LMPTP inh	NadD inh	DNMT1 inh	SUMO1 PPI mod
1	i	-1.2	0	-5	3
2	i	0.1	-2	2	6
3	i	0.0	3	-1	3
4	i	-4.8	-8	1	-8
5	i	0.2	-1	-5	-4
6	i	1.7	19	-18	-5
7	i	0.0	0	-2	4
8	i	3.5	-18	-5	8
9	i	3.5	2	3	-12
10	i	5.3	3	19	-1
11	i	-0.2	3	6	0
12	i	1.3	2	3	-1
13	i	-0.7	-14	1	-5
14	i	-0.1	4	-1	3
15	i	-1.5	3	2	11

nr	SMILES	STEP inh	SKN-1 block	Scp-1 inhibitor	MT1-MMP act inh	CendR NRP1 mod
16	CC(CC(=O)Nc1ccc(Br)cc1F)S(=O)(=O)c1ccc2c(c1)NC(=O)CO2 (stereo not drawn)	-1	14	-15	1	-8
17	Cc1cccc2c(C(=O)O)cc(-c3cccnc3)nc12	1	8	-5	2	9
18	CCOc1cc(C(=O)Oc2cc(C)[nH]c(=O)c2[N+](=O)[O-])cc(OCC)c1OCC	-3	6	-11	-2	-5
19	COCCNC(=O)c1cc2c(s1)-c1ccc(Cl)cc1SC2	0	9	-5	-1	-12
20	CC(CNC(=O)c1cccs1)c1ccc([N+](=O)[O-])cc1 (stereo not drawn)	-3	11	5	5	1
21	CCOc1ccc(CN(C)Cc2cc(=O)oc3c(C)c(C)ccc23)cc1OC	-1	-5	-5	-7	-8
22	Cc1cc(C)nc(N/N=C/c2ccccc2OCC(=O)O)n1	4	6	12	2	12
23	Cn1c(CCNC(=O)c2cccs2)n[nH]c1=S	-2	5	-8	5	-14
24	O=C1CC2(CCOCC2)Oc2ccc3ccccc3c21	-1	16	-6	5	15
25	CCOC(=O)n1c(=O)oc2cc(S(=O)(=O)N3CCOCC3)ccc21	-3	-2	-6	3	-1
26	CCn1c(CNC(=O)C2CCCCC2)cc2ccccc21	-3	15	-3	0	17
27	N/C(=N\OC(=O)Oc1ccccc1)c1ccc(Br)cc1	1	-1	-9	2	4
28	COc1ccc(CNC(=O)c2cccc3c2C(=O)N(CC2CCCO2)C3)cc1 (stereo not drawn)	3	1	20	-4	0
29	CCOC(=O)/C(C#N)=C/c1cn(CCOc2ccc(OC)cc2)c2ccccc12	1	9	-20	-2	3
30	Cc1cc(C)cc(-n2ncc3c2CCCC3NC(=O)CCCn2cncn2)c1 (stereo not drawn)	-2	16	-6	3	11

nr	Rpn11 inh	LMPTP inh	NadD inh	DNMT1 inh	SUMO1 PPI mod
16	i	-4.8	-5	-1	-3
17	i	-1.1	-2	5	0
18	i	-0.4	-5	-1	8
19	i	1.7	-12	0	-23
20	i	-1.4	1	-3	56*
21	i	0.9	2	-1	-3
22	i	-0.5	-1	3	-4
23	i	0.4	-6	10	5
24	i	0.0	-2	3	-15
25	i	-0.4	-9	1	-1
26	i	-1.1	-10	2	0
27	i	-0.9	3	5	2
28	i	-0.1	2	2	2
29	i	2.9	-5	-8	0
30	i	1.0	-3	-1	-4

nr	SMILES	STEP inh	SKN-1 block	Scp-1 inhibitor	MT1-MMP act inh	CendR NRP1 mod
31	CCCCCCCCN1C(=O)[C@H](CC(=O)NCc2ccccc2)C[C@@]2(C(=O)OC)CCCCC=C12	.	-5	.	-1	-2
32	CCC(C)N(C(=O)CSc1nnc(C)n1C)C1CCS(=O)(=O)C1 (stereo not drawn)	0	2	-3	9	4
33	COc1ccc(OCc2nnc(SCC(=O)N3CCCCC3)o2)cc1	2	-6	-1	-1	8
34	CCC(C)[C@H](NC(=O)C1CC(=O)N(c2ccc3c(c2)OCCO3)C1)C(=O)NC1CCCC1 (stereo partly drawn)	1	16	-5	-1	8
35	O=C(Cc1ccc(Cl)cc1)NC1CCS(=O)(=O)C1 (stereo not drawn)	1	1	-5	-2	-1
36	COC(=O)c1[nH]c2ccc(C)cc2c1NS(=O)(=O)c1ccc(F)c(C)c1	-2	16	-7	-4	-25
37	COC(=O)[C@]12CCCCC=C1N(Cc1cccc3ccccc13)C(=O)[C@H](CC(=O)N1CCN(C(=O)C3CC3)CC1)C2	.	1	.	0	-10
38	COC(=O)C[C@H]1C=C[C@H](NC(=O)c2cccc(F)c2)[C@@H](CO)O1	.	4	.	-1	6
39	COC(=O)c1ccsc1NC(=O)c1ccc2c(c1)OCCO2	-3	0	-15	-5	-10
40	O=C(CCl)NC1(C(F)(F)F)C(=O)Nc2c1c(=O)[nH]c(=O)n2-c1ccccc1 (stereo not drawn)	0	19	-10	1	6
41	CC1CCCCC1NC(=O)CN1C(=O)NC(C)(c2cccc(Br)c2)C1=O (stereo not drawn)	0	14	1	3	-3
42	Cn1nnc2c(sc3nc(N4CCOCC4)c4c(c32)CCCC4)c1=O	1	-11	-10	-5	8
43	COc1ccc(NS(=O)(=O)c2cccc(NC(=O)CNC(C)=O)c2)cc1	14	-6	-7	0	-13
44	Cc1cc(NC(=O)CSc2nnnn2C2CCCC2)no1	2	13	0	1	0
45	CS(=O)(=O)N(CC(=O)Nc1ccc(Cl)c(Cl)c1)C1CCCCC1	-11	-6	-2	-3	11

nr	Rpn11 inh	LMPTP inh	NadD inh	DNMT1 inh	SUMO1 PPI mod
31	.	5.9	4	.	3
32	i	0.4	-4	2	3
33	i	0.6	0	-1	-11
34	i	-1.7	-1	-2	-1
35	i	-0.4	2	-4	-1
36	i	-0.1	-3	-11	-4
37	.	1.5	-1	.	4
38	.	-2.4	.	.	-1
39	i	1.6	-2	1	-4
40	i	-2.1	-6	3	3
41	i	-2.4	-5	-4	8
42	i	-0.1	-2	5	-8
43	i	3.7	-5	-1	-6
44	i	-2.0	-1	4	1
45	i	2.1	-3	-2	6

nr	SMILES	STEP inh	SKN-1 block	Scp-1 inhibitor	MT1-MMP act inh	CendR NRP1 mod
46	CCC(NS(=O)(=O)c1c(C)[nH]c(=O)[nH]c1=O)C12CC3CC(CC(C3)C1)C2 (stereo not drawn)	-3	-2	-3	-1	3
47	O=C(NCc1ccc2c(c1)OCO2)c1nc(S(=O)(=O)Cc2ccccc2F)ncc1Cl	1	17	-9	3	24
48	CCN(C[C@H]1N[C@@](C)(C(=O)OC)[C@H]2C(=O)N(C)C(=O)[C@@H]12)C(=O)Nc1ccccc1	-3	-4	-14	2	-7
49	CCc1ccc(CN(C)C(=O)c2cc(COc3cccc4cnccc34)on2)cc1	3	1	0	4	7
50	O=C(Nc1ccc(NC(=O)c2ccccc2Br)cc1)c1ccccc1	0	16	-1	2	1
51	CC(=O)Nc1nc(-c2ccc(Br)s2)cs1	6	12	2	-3	1

nr	Rpn11 inh	LMPTP inh	NadD inh	DNMT1 inh	SUMO1 PPI mod
46	i	-0.6	2	3	-2
47	i	-0.2	-4	7	2
48	i	-2.5	-4	2	3
49	i	6.4	3	-10	-5
50	i	-0.1	1	-8	6
51	i	2.0	1	4	-2

# Some of these compounds in order of number of heavy atoms, lowest first:
nr	SMILES	STEP inh	SKN-1 block	Scp-1 inhibitor	MT1-MMP act inh	CendR NRP1 mod
20	CC(CNC(=O)c1cccs1)c1ccc([N+](=O)[O-])cc1 (stereo not drawn)	-3	11	5	5	1
5	CN(C)S(=O)(=O)c1cccc(-c2cn3cccnc3n2)c1	-4	6	-5	4	9
22	Cc1cc(C)nc(N/N=C/c2ccccc2OCC(=O)O)n1	4	6	12	2	12
32	CCC(C)N(C(=O)CSc1nnc(C)n1C)C1CCS(=O)(=O)C1 (stereo not drawn)	0	2	-3	9	4
4	O=C(CNC(=O)c1cccnc1)N/N=C/c1cc(Br)c(O)c(Br)c1	1	8	-2	1	14
42	Cn1nnc2c(sc3nc(N4CCOCC4)c4c(c32)CCCC4)c1=O	1	-11	-10	-5	8
43	COc1ccc(NS(=O)(=O)c2cccc(NC(=O)CNC(C)=O)c2)cc1	14	-6	-7	0	-13
15	O=C(O)Cn1c(=O)c2c3c(sc2n(Cc2ccc(F)cc2)c1=O)CCCC3	2	-4	-2	-1	-12
29	CCOC(=O)/C(C#N)=C/c1cn(CCOc2ccc(OC)cc2)c2ccccc12	1	9	-20	-2	3

nr	Rpn11 inh	LMPTP inh	NadD inh	DNMT1 inh	SUMO1 PPI mod
20	i	-1.4	1	-3	56*
5	i	0.2	-1	-5	-4
22	i	-0.5	-1	3	-4
32	i	0.4	-4	2	3
4	i	-4.8	-8	1	-8
42	i	-0.1	-2	5	-8
43	i	3.7	-5	-1	-6
15	i	-1.5	3	2	11
29	i	2.9	-5	-8	0

# Source: PubChem
